CCT modulator = modulators of cytosolic chaperonin (CCT/TRiC) activity; purified chaperonin ATPase assay, HTRF ADP detection, 30 min; activity change, % (no concentration beside the values), hits read low; hit rate 0.3% among 360,000; AID 651819; in the data active = activity change below about -30%; note: % is set by controls: 0 for no effect and ±100 for the full control effect
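TRiC (40 or 20 nM final, by batch activity) in 30 mM Tris pH 7.4, 100 mM KCl, 5 mM MgCl2, 1 mM DTT was treated with compound at 76 uM single dose, then 10 uM ATP, 30 min at 37 °C. ADP was read by HTRF Transcreener.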
Mm-Cpn inhibitor = M. maripaludis TRiC chaperonin inhibition. purified Mm-Cpn ATPase, ADP Transcreener TR-FRET. Potency, µM (top dose mostly 76.9 µM), without a hit: top-dose activity, negative = inhibition, actives largely listed as inhibitors. hit rate 0.031% among 330,000. AID 504842; note: potency is the fitted concentration of half-maximal effect; % is set by controls: 0 for no effect and ±100 for the full control effect; nearly all actives have a fitted effect of over 80% in size
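ATPase read-out: TR-FRET ADP immunoassay (anti-ADP Eu cryptate vs ADP-d2), ex 320 nm, em 590/665 nm; signal drops as ADP forms. Enzyme 25 nM, ATP 10 uM, 30 min at 37°C after 10 min compound preincubation.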
WRN inhibitor = WRN helicase (human) inhibition. Q14191. WRN helicase unwinding, fluorescent forked duplex, kinetic. Potency, µM (highest dose often 114 µM), without a hit: at the highest dose activity change, negative = inhibition, hits mostly inhibitors. hit rate 0.46% among 360,000. AID 651768; note: potency is the fitted concentration of half-maximal effect; % is set by controls: 0 for no effect and ±100 for the full control effect; nearly all actives have a fitted effect of over 55% in size
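WRN at 20 nM final preincubated with compound 15 min at room temperature; reaction started with 100 nM fluorophore/quencher forked duplex oligonucleotide and 2 mM ATP final. Unwinding followed kinetically by red fluorescence (ex 525, em 598 nm).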
PI5P4K alpha inh = inhibitors of human PI5P4K alpha. P48426. PI5P4Kalpha enzyme, ADP-Glo luminescence, 60 min; stronger effect = lower value. max response, %. hit rate 1.2% among 330,000. AID 652105; active = max response of -50% or lower; inconclusive = between -30% and -50%; inactive = -30% or higher; note: value at the top dose of about 77 µM; % is set by controls: 0 for no effect and ±100 for the full control effect
Target sequence (P48426 whole entry, looked up): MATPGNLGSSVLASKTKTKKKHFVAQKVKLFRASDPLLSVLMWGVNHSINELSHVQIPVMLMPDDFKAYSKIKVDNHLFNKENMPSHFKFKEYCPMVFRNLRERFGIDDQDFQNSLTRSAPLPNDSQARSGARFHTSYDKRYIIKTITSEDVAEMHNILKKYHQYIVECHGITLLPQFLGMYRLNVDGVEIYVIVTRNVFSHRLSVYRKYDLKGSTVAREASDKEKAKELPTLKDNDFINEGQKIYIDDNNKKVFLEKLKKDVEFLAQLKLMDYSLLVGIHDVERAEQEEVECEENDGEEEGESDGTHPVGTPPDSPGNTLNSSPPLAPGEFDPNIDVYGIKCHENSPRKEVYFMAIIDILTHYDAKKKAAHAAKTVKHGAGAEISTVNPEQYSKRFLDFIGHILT
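PI5P4Kalpha ADP-Glo assay; 5 microM ATP final; 60 min RT reaction; HEPES pH 7.4/EGTA/CHAPS, 5% DMSO; controls lacking substrate or enzyme; luminescent end-point.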
EPAC1 antag = antagonists of human EPAC1. EPAC1 GEF assay, Rap1b-BODIPY-GDP exchange fluorescence. Potency, µM (titrated, usually from 115 µM), for the others: at the highest dose activity change, negative = inhibition, usual class: inhibitors. hit rate 0.14% among 360,000. AID 720709;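 note: potency is the fitted concentration of half-maximal effect; plate controls were vehicle for no effect and positive control for full effect; nearly all actives have a fitted effect of over 50% in size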
PLK1 PBD inh = PLK1 (human) polo-box domain binding inhibition; P53350; Plk1 PBD binding of FITC phosphopeptide, fluorescence polarization; Potency, µM, without a hit: max response, negative = inhibition, hits mostly inhibitors; hit rate 2.8% among 360,000; AID 720504; note: potency is the fitted concentration of half-maximal effect; series mostly up to about 57 µM; % is set by controls: 0 for no effect and ±100 for the full control effect; nearly all actives have a fitted effect of over 65% in size
Target sequence (P53350 whole entry, looked up, the tested form may be a part): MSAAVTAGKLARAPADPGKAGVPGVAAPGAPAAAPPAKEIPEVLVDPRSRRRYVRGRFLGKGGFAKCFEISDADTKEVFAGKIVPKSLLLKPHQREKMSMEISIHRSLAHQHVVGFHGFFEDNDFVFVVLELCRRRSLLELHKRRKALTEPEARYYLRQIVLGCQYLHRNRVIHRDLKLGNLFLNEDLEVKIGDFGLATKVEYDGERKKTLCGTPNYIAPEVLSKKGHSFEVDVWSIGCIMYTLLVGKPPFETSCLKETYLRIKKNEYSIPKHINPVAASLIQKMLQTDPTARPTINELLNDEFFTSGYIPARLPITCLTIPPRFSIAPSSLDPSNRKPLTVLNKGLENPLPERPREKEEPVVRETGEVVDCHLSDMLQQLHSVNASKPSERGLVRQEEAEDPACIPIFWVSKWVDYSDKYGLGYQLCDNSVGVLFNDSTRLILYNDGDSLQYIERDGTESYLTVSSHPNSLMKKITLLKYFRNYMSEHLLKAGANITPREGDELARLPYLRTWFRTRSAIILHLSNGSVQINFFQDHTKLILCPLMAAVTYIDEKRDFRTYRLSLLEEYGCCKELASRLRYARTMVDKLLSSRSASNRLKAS
EPAC2 antagonist = EPAC2 (human) antagonism; AID 720708; hit rate 0.18% among 360,000; EPAC2 GEF exchange of Rap1B-BODIPY-GDP, fluorescence; Q8WZA2; Potency, µM (highest dose often 114 µM), for the others: at the highest dose activity, negative = inhibition, usual class: inhibitors; note: potency is the fitted concentration of half-maximal effect; % is set by controls: 0 for no effect and ±100 for the full control effect; nearly all actives have a fitted effect of over 45% in size; many of its hits are not listed in these tables
EPAC1 ag = agonists of human EPAC1; O95398; EPAC1 agonist qHTS, biochemical assay; response scale: 100% = response to 6.5 mM cAMP; Potency, µM (highest dose often 154 µM), for the others: top-dose activation, actives largely listed as activators; hit rate 0.073% among 360,000; AID 720707; note: potency is the fitted concentration of half-maximal effect; nearly all actives have a fitted effect of over 60% in size
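Normalized to 6.5 mM cAMP, activity reflects EPAC1-catalysed release of BODIPY-GDP from Rap1B, followed kinetically over 30 min at 480 nm excitation, 540 nm emission. Reaction contained 100 nM EPAC1, 250 nM Rap1B-BODIPY-GDP, 50 uM GDP.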
* hit, by the source's call; ? = inconclusive; / = no result given; [ ] = remark or other dose. Unless noted, calls come from the whole dose curve; as a rule, active = well fitted curve in the direction sought with a large enough effect; inconclusive = small, poorly fitted or top-dose-only effect, or another doubt; inactive = no such curve, though single readings can be large; an effect the other way counts as inactive or inconclusive. These rows are one share of the data; the hit share may differ from the screen's.

mol,CCT modulator,Mm-Cpn inhibitor,WRN inhibitor,PI5P4K alpha inh,EPAC1 antag,PLK1 PBD inh,EPAC2 antagonist,EPAC1 ag
COc1ccc(/C(C)=N\NC(=O)C(c2ccncc2)N2CCOCC2)cc1 (stereo not given),2.5,0%,-2%,0,10%,1%,-2%,6%
CC(=O)NC12CC3CC(C1)CC(C(=O)Nc1nc4ccc(F)cc4s1)(C3)C2,-0.7,-5%,3%,1,-26%,-16%,-19%,7%
Cc1ccc(-n2c(C)cc(/C=c3/sc4nc5ccccc5n4c3=O)c2C)cc1,-3.5,0%,-5%,-8,5%,-1%,17%,-2%
CCOc1cc(C(=O)CCC(=O)OCC(=O)Nc2ccc(C)c(S(=O)(=O)N(C)C)c2)ccc1O,-0.1,-7%,-10%,2,-5%,-9%,-4%,-1%
COc1ccc2[nH]c3c(c2c1)CCN1C(=O)C(CC(=O)NCCN2CCOCC2)C[C@H](C(=O)N2CCCCC2)[C@@]31CCc1ccccc1 (stereo not given in full),-4.1,-2%,0%,-23,-15%,?,16%,-7%
Cc1ccc(-c2nn(-c3ccccc3)cc2/C=N/n2c(-c3cccs3)n[nH]c2=S)cc1,0.0,-2%,-10%,-5,15%,-16%,2%,7%
CCOC(=O)c1cccc(NC(=O)/C=C/c2ccc3c(c2)OCO3)c1,-0.4,-1%,-27%,-5,-23%,-12%,-11%,17%
CSc1snc(SCC(N)=O)c1C#N,-0.4,-5%,6%,-3,4%,-18%,7%,-5%
COCCCN1C(=O)C(CC(=O)NCCc2ccccn2)CC(C(=O)N2CCOCC2)=C1C (stereo not given),-1.8,/,-5%,-10,15%,-11%,3%,-14%
COC(=O)c1ccccc1NC(=O)c1sc(N)nc1C,-1.2,1%,-17%,1,0%,1%,-2%,-2%
CC(C)CC1=NN(C(=O)c2ccco2)C(O)(C(F)(F)F)C1 (stereo not given),1.4,2%,-2%,2,?,-12%,1%,-6%
O=C(CN1C(=O)NC(Cc2c[nH]c3ccccc23)C1=O)NC1CCCCC1 (stereo not given),-3.8,-1%,6%,0,-1%,3%,15%,-13%
O=C(COC(=O)CCc1nc2ccccc2c(=O)[nH]1)NC(=O)NC1CCCC1,3.2,0%,?,0,0%,-14%,26%,-16%
CC1CCCCC1NC(=O)Cn1nnc(-c2ccc(Cl)cc2)n1 (stereo not given),-3.1,1%,3%,/,17%,-8%,6%,3%
CC1(C(=O)NS(=O)(=O)c2ccc(Cl)s2)CCN1C(=O)Cc1ccc(-c2ccccc2)cc1 (stereo not given),1.2,/,-3%,1,-10%,-15%,-23%,-10%
CCOC(=O)CC(N)c1cccc([N+](=O)[O-])c1 (stereo not given),2.2,1%,1%,1,-1%,-3%,1%,10%
O=C(Nc1ccc(C(=O)N2CCCC2)cc1)c1ccccc1[N+](=O)[O-],1.5,?,2%,-21,4%,-16%,-1%,-3%
CCCC(=O)NC(C)C(c1cccs1)N1CCN(c2ccccc2)CC1 (stereo not given),0.1,0%,-6%,/,-1%,-3%,0%,6%
COc1ccc(-c2cc(C(F)(F)F)nc(S(=O)(=O)CCCC(=O)Nc3cccc(O)c3)n2)cc1OC,2.4,-2%,-17%,-7,9%,-26%,7%,-14%
COc1cc(C(O)P(=O)(OCC(C)C)OCC(C)C)cc(OC)c1OC (stereo not given),0.5,0%,4%,-4,-15%,12µM*,-8%,-8%

mol,CCT modulator,Mm-Cpn inhibitor,WRN inhibitor,PI5P4K alpha inh,EPAC1 antag,PLK1 PBD inh,EPAC2 antagonist,EPAC1 ag
CC(C)Cc1c(O)nc(SCC(=O)N2CCCCCC2)[nH]c1=O,-3.4,0%,1%,-50*,25%,1%,1%,-1%
CC1Cn2c(nc3c2c(=O)[nH]c(=O)n3C)O1 (stereo not given),-1.0,0%,7%,-5,10%,-1%,3%,-4%
CCc1cc(C(=O)N(C)CC(=O)N(CC(C)C)c2c(N)n(CC(C)C)c(=O)[nH]c2=O)sc1C,-2.1,?,-1%,9,-12%,-5%,2%,1%
C=CCOc1c2ccc(C(=O)NCc3ccccc3OC)cc2nn1C,0.9,1%,0%,0,13%,-11%,13%,-5%
CCOC(=O)C(=Cc1ccc(N(C)C)cc1)C(=O)c1ccccc1,-1.6,/,-12%,8,-15%,4%,-10%,?
Cc1c(NC(=O)/C=C/c2ccc(S(=O)(=O)N3CCOCC3)cc2)c(=O)n(-c2ccccc2)n1C,-2.1,-8%,1%,2,-22%,-6%,0%,6%
CN(C)S(=O)(=O)c1ccc2c(c1)c(=O)c(C(=O)N1CCOCC1)cn2C,-18,-2%,12%,3,-4%,3%,37%[activator],6%
CC(C)S(=O)(=O)CC(=O)c1ccc(Cl)cc1,1.1,1%,-11%,-3,-21%,0%,7%,-10%
N#CCCN(C(=O)CN1C(=O)NC2(CCCC2)C1=O)c1ccccc1F,-5.2,-1%,7%,2,12%,-9%,3%,12%
Cc1cccc(N(CC(=O)N2CCCC2)S(C)(=O)=O)c1,-0.3,1%,-2%,2,1%,-1%,10%,13%
CC(=O)c1c(C)[nH]c(C(=O)N2CCCCCC2)c1C,-0.4,-2%,-1%,?,10%,2.7µM*,7%,-2%
Cn1c(=O)[nH]c(=O)c2c1nc(SCCO)n2Cc1ccccc1Cl,3.6,-3%,-16%,-2,7%,24µM*,12%,3%
Cc1nnc(SCC(=O)Nc2ncc(Cl)cc2Cl)n1Cc1ccccc1,-3.6,0%,5%,-25,-5%,1%,0%,1%
Cc1cc(Cl)ccc1OC(C)C(=O)Nc1ccc([N+](=O)[O-])cn1 (stereo not given),0.3,-13%,-19%[57.1 µM],7,-9%,-2%,3%,-8%
CC(NC(=O)c1ccc2c(c1)S(=O)(=O)N=C1CCCCCN12)c1ccc(S(N)(=O)=O)cc1 (stereo not given),-3.4,2%,-29%,-2,-6%,-16%,-5%,-1%
COc1ccc(/C=C/C2=CC(C)(C)NC(=S)N2)c(OC)c1,1.3,-4%,1%,-3,0%,-26%,4%,-9%
Cc1ccc(-n2nnnc2C(=Cc2ccc(N(C)C)cc2)c2nnnn2-c2ccc(C)cc2)cc1,-1.9,1%,4%,/,15%,-21%,3%,6%
COC(=O)Nc1nc(C)c(C(=O)c2ccccc2)s1,0.9,-26%,6%,-3,4%,1%,-10%,-15%
COc1ccc(OC)c(NC(=O)NNC(=O)COc2ccc([N+](=O)[O-])cc2)c1,-0.5,-1%,-31%,3,-12%,-4%,-4%,6%
COc1ccc(CNC(=O)[C@@H]2CC=C[C@@H]3CCN(C4CCCCC4)C(=O)[C@@H]32)cc1,-2.2,/,13%,-2,-1%,1%,8%,1%

mol,CCT modulator,Mm-Cpn inhibitor,WRN inhibitor,PI5P4K alpha inh,EPAC1 antag,PLK1 PBD inh,EPAC2 antagonist,EPAC1 ag
Cc1ccc([C@H]2C[C@H](O)[C@@H](n3cc(-c4ccc(F)cc4)nn3)CN2C(=O)C2CCCCC2)cc1,-1.4,/,5%,-6,7%,6%,-8%,-8%
CCOC(=O)c1c(NC(=O)C2C3C=CC(C3)C2C(=O)O)sc2c1CCC(CC)C2 (stereo not given),-5.0,-4%,-11%,-23,?,27µM*,-5%,-16%
COc1ccc(/C=C\C(=O)NCC(=O)N/N=C/c2cccc(OC)c2O)cc1,-2.6,-3%,-5%,-1,10%,-9%,0%,6%
O=C(CNC(=S)N(Cc1ccccc1)Cc1cccnc1)NCCN1CCOCC1,0.7,-2%,-5%,2,-12%,1%,-5%,6%
CCOC(=O)c1ccc(N=c2sc(C(=O)OC)cc(=O)n2Cc2ccc3c(c2)OCO3)cc1,-1.6,-3%,-11%,-1,4%,-8%,74%[activator],-19%
COC(=O)CN1C(=O)C(C)(C)Oc2ccc(C(=O)Nc3cccc(OC)c3)cc21,0.5,1%,5%,-2,4%,-8%,1%,10%
Cc1ccccc1Nc1nc(N)nc(COC(=O)c2cccn2C)n1,0.3,1%,-11%,0,5%,0%,8%,-2%
CCc1ccc(N2CCN(C(=O)c3ccc4c(c3)OCO4)CC2)cc1,0.7,1%,9%,-1,-10%,2%,-1%,1%
Cc1ccc(S(=O)(=O)N2CCN(c3ccccc3)CC2)cc1C(N)=O,1.1,1%,8%,-7,11%,-2%,7%,12%
COc1ccc(-n2nc(C(=O)NCC(=O)NCC3COc4ccccc4O3)c3ccccc3c2=O)cc1OC (stereo not given),-0.8,0%,-1%,-9,2%,-3%,7%,-2%
CC(C)(C)C1CCC(N2CCN(c3ccccc3)CC2)CC1 (stereo not given),0.5,-4%,1%,5,0%,-1%,1%,8%
COc1ccc(C(=O)C2CCCN(Cc3cn[nH]c3-c3ccc(F)cc3)C2)cc1OC (stereo not given),-0.4,1%,3%,-4,-13%,3%,2%,2%
COc1ccc(CNC(=O)C2CC(=O)N(c3ccc(OCC(=O)N4C(C)CCCC4C)cc3)C2)cc1 (stereo not given),3.7,1%,-16%,10,6%,-2%,6%,4%
NC(=NC(=O)c1ccccc1)N1N=CCC1c1ccccc1 (stereo not given),-0.2,-1%,5%,1,7%,2%,1%,-6%
Fc1ccc(C2=CSC3=NCCN23)cc1,1.1,-8%,-32%,-3,2%,-15%,3%,9%
O=C(Oc1ccc(-c2cnc3ccccc3n2)cc1)c1cccc([N+](=O)[O-])c1,-0.5,-12%,-8%,-10,3%,-6%,0%,-10%
C=CCN(c1ccc(C(=O)Nc2ccc(C)cc2)cc1)S(C)(=O)=O,0.4,3%,7%,2,-3%,-10%,2%,-6%
O=C(C1COc2ccccc2O1)N1CCN(c2ccccc2O)CC1 (stereo not given),1.7,-1%,-4%,-5,7%,1%,-2%,10%
CC1CCCCN1C(=O)COc1ccc(F)cc1 (stereo not given),0.6,3%,-2%,3,-11%,-12%,4%,4%

Already shown: 2 of the compounds above.
mol,CCT modulator,Mm-Cpn inhibitor,WRN inhibitor,PI5P4K alpha inh,EPAC1 antag,PLK1 PBD inh,EPAC2 antagonist,EPAC1 ag
Cc1ccc([C@H]2C[C@H](O)[C@@H](n3cc(-c4ccc(F)cc4)nn3)CN2C(=O)C2CCCCC2)cc1,-1.4,/,5%,-6,7%,6%,-8%,-8%
CCOC(=O)c1c(NC(=O)C2C3C=CC(C3)C2C(=O)O)sc2c1CCC(CC)C2 (stereo not given),-5.0,-4%,-11%,-23,?,27µM*,-5%,-16%

Screens (PubChem BioAssay)
